Assay outcomes deposited in PubChem BioAssay by The Scripps Research Institute Molecular Screening Center.
OX1R antag-1: human HCRTR1 antagonism | O43613 | CHO/OX1R cells, Fluo-8 calcium fluorescence, orexin A | inhibition, % at 5 µM | hit rate 0.43% among 330,000 | AID 434989;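 active means inhibition above its plate's threshold, mean inhibition of all tested compounds on the plate plus 3 SD, cut at about 37% in these data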;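 further: 0% = orexin A challenge wells and 100% = SB-334867-A antagonist wells; not every result past the cut was called active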
Target sequence (O43613 whole entry, looked up): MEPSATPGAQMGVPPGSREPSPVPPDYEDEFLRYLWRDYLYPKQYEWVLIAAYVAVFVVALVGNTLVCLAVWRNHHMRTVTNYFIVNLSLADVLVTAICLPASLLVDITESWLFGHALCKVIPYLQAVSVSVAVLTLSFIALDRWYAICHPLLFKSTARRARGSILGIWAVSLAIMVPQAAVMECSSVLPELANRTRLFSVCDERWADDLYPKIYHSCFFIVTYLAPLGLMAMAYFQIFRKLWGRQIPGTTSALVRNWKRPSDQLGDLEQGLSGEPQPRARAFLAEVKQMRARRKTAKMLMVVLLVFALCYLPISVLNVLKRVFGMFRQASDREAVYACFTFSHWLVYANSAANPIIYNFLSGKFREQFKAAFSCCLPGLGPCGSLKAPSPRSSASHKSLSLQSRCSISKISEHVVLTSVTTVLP
OX1R antag-2: antagonists of human orexin 1 receptor (OX1R); O43613; OX1R-expressing cells, FRET antagonist read-out; inhibition, % at 6.6 µM; hit rate 1.8% among 330,000; AID 485270; in the data active means inhibition mostly above about 38%, no sharp cut-off; inactive means mostly below about 40%;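 further: 0% = agonist challenge alone and 100% = reference antagonist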
The depositor's hits bear a star.

Results for O=C1NC(=S)N/C1=C/c1cc2c(cc1[N+](=O)[O-])OCO2 ?
OX1R antag-1: -12.4; OX1R antag-2: 22.9

How did COc1ccc(/C=C/C(=O)c2ccc3ccccc3c2O)cc1CN1CCOCC1 do in these assays?
OX1R antag-1: -58.3; OX1R antag-2: 16.1

How did CCN(Cc1nc2ccccc2c(=O)[nH]1)Cc1nc2cc(OC)c(OC)cc2c(=O)[nH]1 do in these assays?
OX1R antag-1: -22.1; OX1R antag-2: 25.0

How did O=c1[nH]c2cc3ccccc3cc2nc1C(F)(F)F do in these assays?
OX1R antag-1: -2.1; OX1R antag-2: 9.4

What do the screens show for `O=[N+]([O-])c1cc(Br)c(Nc2ccccc2)c([N+](=O)[O-])c1`?
OX1R antag-1: 17.3; OX1R antag-2: 49.7*

Results for Clc1cc2c(nn1)Nc1ccccc1S2 ?
OX1R antag-1: -10.2; OX1R antag-2: 13.7

What do the screens show for `Cc1ccc(OCc2n[nH]c(=S)n2-c2ccc(C)cc2)cc1`?
OX1R antag-1: -18.3; OX1R antag-2: 0.0

What do the screens show for `O=C(O)C1CCCN(S(=O)(=O)c2cccs2)C1` (stereo unspecified)?
OX1R antag-1: -1.8; OX1R antag-2: 9.0

What do the screens show for `O=C(O)CCCCCNC(=O)CCn1cnc2ccccc2c1=O`?
OX1R antag-1: 2.2; OX1R antag-2: 12.6

Results for O=C(CCc1nnc2ccc(N3CCC4(CC3)OCCO4)nn12)Nc1ccc(F)cc1 ?
OX1R antag-1: -6.8; OX1R antag-2: 10.3

Fetched by structure from the entries so far, 4 records:
What do the screens show for `O=[N+]([O-])c1cc(Br)c(Nc2ccccc2)c([N+](=O)[O-])c1`?
OX1R antag-1: 17.3; OX1R antag-2: 49.7*

How did O=c1[nH]c2cc3ccccc3cc2nc1C(F)(F)F do in these assays?
OX1R antag-1: -2.1; OX1R antag-2: 9.4

How did COc1ccc(/C=C/C(=O)c2ccc3ccccc3c2O)cc1CN1CCOCC1 do in these assays?
OX1R antag-1: -58.3; OX1R antag-2: 16.1

Results for Clc1cc2c(nn1)Nc1ccccc1S2 ?
OX1R antag-1: -10.2; OX1R antag-2: 13.7

Going on with the list.
What do the screens show for `C/C(N)=C(/C#N)C(=O)CSc1nnc(-c2ccc3c(c2)OCO3)o1`?
OX1R antag-1: 7.9; OX1R antag-2: 21.9

What do the screens show for `COc1ccccc1-c1noc(CCC(=O)Nc2ccccc2Cl)n1`?
OX1R antag-1: -17.9; OX1R antag-2: 0.3

How did CC1(C)CC(=O)C2=C(C1)N(c1ccc(F)cc1)C(=O)CC2c1ccccc1 (stereo unspecified) do in these assays?
OX1R antag-1: -26.8; OX1R antag-2: 3.3

Results for CC(OC(=O)CCN=C1NS(=O)(=O)c2ccccc21)C(=O)c1ccccc1 (stereo unspecified) ?
OX1R antag-1: -0.9; OX1R antag-2: 3.5

What do the screens show for `c1ccc(CN2CCN(C(c3ccccc3)c3nnnn3Cc3ccccc3)CC2)cc1` (stereo unspecified)?
OX1R antag-1: -34.3; OX1R antag-2: 19.3

How did CCOc1[nH]n(-c2ccc(Cl)cc2)c(=O)c1C=NCC(=O)OC do in these assays?
OX1R antag-1: -15.6; OX1R antag-2: 2.8

How did Cc1nn(Cc2noc(C(=O)NCCc3ccccn3)n2)c(C)c1Br do in these assays?
OX1R antag-1: -19.5; OX1R antag-2: 10.8

Results for O=C(Nc1nc2ccc(S(=O)(=O)N3CCCC3)cc2s1)c1ccco1 ?
OX1R antag-1: -20.2; OX1R antag-2: 15.4

Results for CCCCN(CC)c1nc(N)c(C#N)c(CC#N)c1C#N ?
OX1R antag-1: -18.7; OX1R antag-2: 4.2

How did CN1CCN(C(=S)c2ccc(Cl)cc2)CC1 do in these assays?
OX1R antag-1: -5.6; OX1R antag-2: 9.6

What do the screens show for `CCOC(=O)N1CCN(c2ccccc2OC)CC1`?
OX1R antag-1: -9.4; OX1R antag-2: 12.0

Results for CCN(CC)S(=O)(=O)c1ccc(N2CCOCC2)c(NC(=O)CNCCc2ccccc2)c1 ?
OX1R antag-1: -34.1; OX1R antag-2: 13.5

What do the screens show for `Cc1cccn2c(=O)c(/C=C(\C#N)C(=O)NC3CCS(=O)(=O)C3)c(N3CC(C)OC(C)C3)nc12` (stereo unspecified)?
OX1R antag-1: -15.8; OX1R antag-2: 36.3

How did O=C(CCC1CCCC1)N=C1SC2CS(=O)(=O)CC2N1Cc1ccccc1 (stereo unspecified) do in these assays?
OX1R antag-1: -11.2; OX1R antag-2: 8.8

How did CC(C)CC(NC(=O)C(NC(=O)C1CCC(=O)N1C(=O)OCc1ccccc1)C(C)C)C(=O)N1CCCC1C(N)=O (stereo unspecified) do in these assays?
OX1R antag-1: 5.9; OX1R antag-2: 2.5

Results for Cc1ccc(C)c(OCc2cc(C(=O)N(C)Cc3nccs3)no2)c1 ?
OX1R antag-1: -11.2; OX1R antag-2: 11.3

How did Cc1cc(OCCN2CCN(S(=O)(=O)c3ccccc3F)CC2)ccc1C(C)C do in these assays?
OX1R antag-1: 1.7; OX1R antag-2: 5.6

Results for Cc1ccc(NC(=O)CNCc2ccc(Cl)cc2Cl)cc1S(=O)(=O)N(C)C ?
OX1R antag-1: -17.3; OX1R antag-2: 11.3

Results for O=C(Cn1cnc2c(cnn2-c2ccccc2Cl)c1=O)N1CCc2ccccc21 ?
OX1R antag-1: -6.6; OX1R antag-2: 16.0

Results for CCC(=O)c1ccc(OCC(O)CNC2CCCC2)cc1 (stereo unspecified) ?
OX1R antag-1: -10.9; OX1R antag-2: 2.6

Results for CCOC(=O)c1ccc(Oc2nc(SC)nc(N(C)C)n2)cc1 ?
OX1R antag-1: -12.7; OX1R antag-2: 21.5

Results for CC(C)Cn1cnc2c(c1=N)C(c1ccccc1)C1=C(CC(C)(C)CC1=O)O2 (stereo unspecified) ?
OX1R antag-1: -37.3; OX1R antag-2: 12.7

What do the screens show for `Cc1nn(Cc2c(F)c(F)c(F)c(F)c2F)c(C)c1NC(=O)c1cccc(COc2ccccc2Cl)c1`?
OX1R antag-1: -26.5; OX1R antag-2: 1.4

Results for COCCNC(=O)c1ccc(C2SCC(=O)N2Cc2ccco2)cc1 (stereo unspecified) ?
OX1R antag-1: 10.7; OX1R antag-2: 2.3

What do the screens show for `CN(CC(=O)Nc1ccccc1C(F)(F)F)C(=O)C1CCN(C(=O)c2ccc(Cl)cc2)CC1`?
OX1R antag-1: -21.1; OX1R antag-2: 9.9

What do the screens show for `CCCc1[nH]nc2c1C(c1ccc(OCCN3CCOCC3)c(OCC)c1)C(C#N)=C(N)O2` (stereo unspecified)?
OX1R antag-1: -13.3; OX1R antag-2: -0.2

How did Cc1cc(Nc2ccc(F)cc2C)n2nc(C)nc2n1 do in these assays?
OX1R antag-1: 5.1; OX1R antag-2: 11.4

What do the screens show for `COc1ccc(C(=O)NC2CCN(C(=S)Nc3cccc(C)c3C)CC2)cc1`?
OX1R antag-1: -13.0; OX1R antag-2: 24.5

Results for O=c1[nH]c2ccsc2c(=O)n1-c1ccc(F)cc1 ?
OX1R antag-1: -12.4; OX1R antag-2: 8.9

Results for CC(C)C(=O)Nc1ccc(C(=O)Nc2ccc(S(=O)(=O)N3CCOCC3)cc2)cc1 ?
OX1R antag-1: -2.6; OX1R antag-2: 3.8

How did O=C(Nn1cnnc1)c1cc(-c2ccccn2)nc2ccccc12 do in these assays?
OX1R antag-1: -11.3; OX1R antag-2: 24.1

Results for Cn1cc(S(=O)(=O)Nc2ccc(F)cc2F)c(=O)n(C)c1=O ?
OX1R antag-1: -7.7; OX1R antag-2: 3.6

Results for COc1ccc(N(Cc2cc3ccccc3[nH]c2=O)S(C)(=O)=O)cc1 ?
OX1R antag-1: -22.2; OX1R antag-2: 13.9

What do the screens show for `CCCCSc1nnc(-c2ccc(NC(=O)CCc3ccccc3)cc2)n1C`?
OX1R antag-1: -26.6; OX1R antag-2: 0.4

How did O=C(OCCCN=C1NS(=O)(=O)c2ccccc21)c1ccc(F)cc1 do in these assays?
OX1R antag-1: -20.9; OX1R antag-2: 13.4

How did CC1CCCN(C(=O)Cn2nnc(-c3ccc([N+](=O)[O-])cc3)n2)C1 (stereo unspecified) do in these assays?
OX1R antag-1: -13.6; OX1R antag-2: 19.6

What do the screens show for `Cc1ccc(-c2nnc(Cc3ccc(Cl)cc3)o2)cc1`?
OX1R antag-1: -20.5; OX1R antag-2: 6.0

What do the screens show for `O=C(Cn1c(=O)n(-c2ccccc2)c(=O)c2oc3ccccc3c21)Nc1ccccc1`?
OX1R antag-1: -18.2; OX1R antag-2: 4.1

Results for O=C(Nc1nc2ccc(S(=O)(=O)N3CCOCC3)cc2s1)c1cccs1 ?
OX1R antag-1: -10.3; OX1R antag-2: 20.0

Results for O=C(Nc1ccc(F)c(Cl)c1)c1nsc(Cl)c1Cl ?
OX1R antag-1: -21.7; OX1R antag-2: 16.1

How did COCC(=O)Nc1c(I)c(C(=O)NCC(O)CO)c(I)c(C(=O)N(C)CC(O)CO)c1I (stereo unspecified) do in these assays?
OX1R antag-1: -8.4; OX1R antag-2: 11.2

What do the screens show for `Nc1nc(-c2ccc(Br)s2)c(Br)s1`?
OX1R antag-1: 2.0; OX1R antag-2: 11.0

Results for Cc1ccc(SCC(=O)Nc2ccc3c(c2)C(=O)NC3=O)cc1 ?
OX1R antag-1: 3.2; OX1R antag-2: 30.8

What do the screens show for `Cc1cccc(C(=O)NCC(=O)OCC(=O)N(C)CC(=O)Nc2ccc(F)cc2)c1`?
OX1R antag-1: -9.4; OX1R antag-2: 13.2

How did CC(C)COc1ccc(C/C(N)=N/n2cnnc2)cc1 do in these assays?
OX1R antag-1: -10.2; OX1R antag-2: 14.1

Results for O=C(c1ccccc1NS(=O)(=O)c1ccc2c(c1)OCCO2)N1CCOCC1 ?
OX1R antag-1: -3.0; OX1R antag-2: 15.6

What do the screens show for `COc1ccc(-n2cc(CN3CCCC3)c(-c3cccc(F)c3)n2)cc1`?
OX1R antag-1: -26.9; OX1R antag-2: 11.3

How did O=C(Cn1cnc2ccccc2c1=O)Nc1ccc(-c2nnc3n2CCCCC3)cc1 do in these assays?
OX1R antag-1: -12.6; OX1R antag-2: 7.7

What do the screens show for `COc1cc(NC(=O)c2ccccc2)c(OC)cc1NC(=O)Cc1ccc(C)cc1`?
OX1R antag-1: -27.2; OX1R antag-2: -4.0

Results for CCOc1ccc(C(=O)c2cc3ccc(O)cc3oc2=O)cc1 ?
OX1R antag-1: -12.9; OX1R antag-2: 21.4

The list goes on, starting with the last 2 of the part before.
What do the screens show for `COc1cc(NC(=O)c2ccccc2)c(OC)cc1NC(=O)Cc1ccc(C)cc1`?
OX1R antag-1: -27.2; OX1R antag-2: -4.0

Results for CCOc1ccc(C(=O)c2cc3ccc(O)cc3oc2=O)cc1 ?
OX1R antag-1: -12.9; OX1R antag-2: 21.4

Results for N=c1c2c(n(Cc3cccc(Cl)c3)c3c1CCC3)CCCC2 ?
OX1R antag-1: -7.8; OX1R antag-2: 8.2

How did Cc1cc(C)n(C2CC(=O)N(c3cc(Cl)cc(Cl)c3)C2=O)n1 (stereo unspecified) do in these assays?
OX1R antag-1: -5.1; OX1R antag-2: 10.5

What do the screens show for `COc1ccc(CNC(=O)COC(=O)C(CCSC)N2C(=O)c3ccccc3C2=O)cc1` (stereo unspecified)?
OX1R antag-1: -29.7; OX1R antag-2: 9.6

How did Cc1nnc(SCC(=O)NC(C)(C)C)n1CCc1ccccc1 do in these assays?
OX1R antag-1: -13.5; OX1R antag-2: 0.3

Results for CCc1ccc(N2CC(C(=O)Nc3ccc(S(=O)(=O)N4CCOCC4)cc3)CC2=O)cc1 (stereo unspecified) ?
OX1R antag-1: -25.1; OX1R antag-2: 5.1

Results for CN1CCN(CCc2nc3cc(NC(=O)c4ccco4)ccc3n2C)CC1 ?
OX1R antag-1: 1.6; OX1R antag-2: 3.8

What do the screens show for `Cc1nn(C(C)CC(=O)O)c(C)c1C` (stereo unspecified)?
OX1R antag-1: 1.9; OX1R antag-2: 4.1

What do the screens show for `CCOC(=O)c1c(C)[nH]c(C)c1C(=O)COC(=O)CCOc1ccccc1OC`?
OX1R antag-1: -10.2; OX1R antag-2: 51.9

What do the screens show for `O=C(O)c1cccc2c1C(=O)c1cc(Br)ccc1S2(=O)=O`?
OX1R antag-1: 1.1; OX1R antag-2: 26.1

How did O=C(CN1CCN(c2ccccc2F)CC1)c1ccc2cc[nH]c2c1 do in these assays?
OX1R antag-1: -15.9; OX1R antag-2: 2.4

What do the screens show for `COc1ccc(NC(=O)C2CCCN2S(=O)(=O)c2ccc3c(c2)CCC(=O)N3)cc1` (stereo unspecified)?
OX1R antag-1: -23.6; OX1R antag-2: 10.2

How did COc1cc(Cl)ccc1NC(=S)N(CCCN1CCOCC1)Cc1cn(C)c2ccccc12 do in these assays?
OX1R antag-1: -13.2; OX1R antag-2: 13.4

Results for O=C(NCC(c1ccccc1Cl)N1CCCC1)C1CCN(C(=O)Nc2ccccc2)CC1 (stereo unspecified) ?
OX1R antag-1: -18.8; OX1R antag-2: 2.3

How did Cc1ccc(C(=O)N/N=C\c2cccn2C)cn1 do in these assays?
OX1R antag-1: 5.0; OX1R antag-2: 12.6

Results for C=CCn1c2ccccc2c2nnc(SCC(=O)NC(C(=O)OC)C(C)C)nc21 (stereo unspecified) ?
OX1R antag-1: -18.6; OX1R antag-2: 7.7

What do the screens show for `O=C1C(Cl)=C(N2CCCC2)C(=O)N1c1ccc(F)cc1`?
OX1R antag-1: -10.8; OX1R antag-2: 17.0

What do the screens show for `O=C(Nc1ncccc1Cl)C1COc2ccccc2O1` (stereo unspecified)?
OX1R antag-1: -6.9; OX1R antag-2: 4.2

How did COc1cc(/C=C/C(=O)OCC(=O)NCCc2ccccc2)ccc1OC(F)F do in these assays?
OX1R antag-1: -27.9; OX1R antag-2: 11.0

Results for Cn1cc(CN2CCC(C(O)CCc3ccccc3)CC2)c(-c2ccccc2F)n1 (stereo unspecified) ?
OX1R antag-1: -17.0; OX1R antag-2: 6.4

How did CCOC(=O)N1CCN(c2c(NCc3ccc(N(C)C)cc3)c(=O)c2=O)CC1 do in these assays?
OX1R antag-1: -9.1; OX1R antag-2: 1.4

Outcome played no part in choosing rows. Share with any hit: about 2.1%.
